# Compound activity (PubChem BioAssay)
# GRK2 inh: blocks RNA aptamer binding to human GRK2; P25098; bead flow cytometry, FAM-aptamer displacement from GRK2; inhibition of aptamer binding, % at 10 µM; 330,000 tested, 0.59% active;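 active = inhibition of aptamer binding above 40%, roughly 3 SD of noise, on plates passing a quality check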;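 note: median bead fluorescence of bound FAM aptamer so fluorescent compounds give negative values; no value below 0 was filed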
# CTSL1 counter: counter-screen for PFM18AAP inhibitors: inhibitors of F. hepatica cathepsin L1; recombinant F. hepatica cathepsin L1, Z-Leu-Arg-MCA fluorescence; inhibition, % at 5.96 µM; 300,000 tested, 0.49% active; AID 1906;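 active = inhibition above the mean of all tested compounds plus 3 SD, set per screening campaign, cut at about 17% in these data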;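 note: 0% = plate median of test compound wells and 100% = 1 µM Z-Phe-Ala-diazomethylketone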
# core dimer inh: HCV core protein dimerization inhibition | TR-FRET GST/Flag-core106 dimerization, 1536-well | inhibition, % at 5 µM | AID 1899 | 300,000 tested, 0.33% active;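 active = inhibition above the mean of all tested compounds plus 3 SD, set per screening campaign, cut at about 45% in these data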
#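 Test system: GST/Flag-tagged HCV core106 proteins; Medium: KF-containing HEPES buffer, pH 7.45, DTT, CHAPS, BSA; Times: compound-protein-antibody incubation 4 h at 22.5 °C; Detection: TR-FRET 671 and 617 nm emission; Benchmarks: wells lacking GST-core106 and wells with excess unlabelled core106.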
# procasp7 counter: counter-screen for procaspase-3 activators: activators of human procaspase-7; P55210; recombinant procaspase-7, Ac-DEVD-pNA absorbance 405 nm; D23A/D198A/D206A triple mutant, cannot self-cleave; scale: DMSO 0, 5 µM enzyme 100; activation, % at 8.5 µM; 330,000 tested, 0.093% active; AID 463210;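 active = percent activation above the screen-wide mean plus 3 SD, cut at about 25% in these data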
#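 Material: Procaspase-7 triple mutant (PC-7 D3A) | Quantity: 2 µM procaspase-7 mutant as dispensed | Reagent: DEVD-pNA substrate | Times: 1 h preincubation, 2 h reaction | Technique: 405 nm absorbance of p-nitroaniline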
# PP5 inh: inhibitors of human protein phosphatase 5 (PP5); P53041; purified PP5c, OMFP substrate fluorescence; inhibition, % at 6.7 µM; 320,000 tested, 0.18% active; AID 1987;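 active = inhibition above the campaign's mean inhibition across all tested compounds plus 3 SD, cut at about 9.5% in these data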;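 note: 0% = DMSO only and 100% = 100 µM cantharidin control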
# Target sequence (P53041 whole entry, looked up): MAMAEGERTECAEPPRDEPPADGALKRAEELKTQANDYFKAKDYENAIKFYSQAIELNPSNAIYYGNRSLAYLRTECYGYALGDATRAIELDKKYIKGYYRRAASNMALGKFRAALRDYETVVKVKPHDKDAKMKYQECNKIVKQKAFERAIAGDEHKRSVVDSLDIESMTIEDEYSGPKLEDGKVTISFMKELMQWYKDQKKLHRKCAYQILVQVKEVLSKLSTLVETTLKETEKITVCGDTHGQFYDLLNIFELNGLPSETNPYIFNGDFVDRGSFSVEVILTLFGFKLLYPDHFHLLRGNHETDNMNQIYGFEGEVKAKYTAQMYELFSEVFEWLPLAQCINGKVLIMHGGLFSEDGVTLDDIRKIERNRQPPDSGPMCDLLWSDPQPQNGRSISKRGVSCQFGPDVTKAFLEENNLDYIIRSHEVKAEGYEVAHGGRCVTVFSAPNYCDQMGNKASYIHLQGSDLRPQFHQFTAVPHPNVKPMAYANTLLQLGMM
# PP1 inh: blocks human PP1-alpha phosphatase, a PP5 counter-screen; 320,000 tested, 0.9% active; P62136; inhibition, % at 6.7 µM; AID 2235; purified PP1alpha, OMFP fluorescence;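 active = inhibition above the mean inhibition of all tested compounds plus 3 SD, computed separately for each screening campaign, cut at about 15% in these data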
# Target sequence (P62136 whole entry, looked up): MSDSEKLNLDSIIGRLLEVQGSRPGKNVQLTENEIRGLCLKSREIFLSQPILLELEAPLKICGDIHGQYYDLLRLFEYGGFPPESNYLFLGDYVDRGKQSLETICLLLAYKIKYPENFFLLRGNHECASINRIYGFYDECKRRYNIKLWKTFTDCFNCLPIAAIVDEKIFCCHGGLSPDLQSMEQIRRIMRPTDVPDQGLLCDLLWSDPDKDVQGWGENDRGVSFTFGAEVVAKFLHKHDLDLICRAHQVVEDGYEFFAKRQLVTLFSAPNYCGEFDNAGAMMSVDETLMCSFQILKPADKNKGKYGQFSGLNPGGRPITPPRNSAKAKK
# proCasp3 act: activators of human procaspase-3 | P42574 | recombinant procaspase-3 D3A, Ac-DEVD-pNA absorbance 405 nm | activation, % at 8.5 µM | 330,000 tested, 0.11% active | AID 463141;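 active = activation above the mean of all tested compounds plus 3 SD, cut at about 21% in these data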;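 note: 0% = DMSO alone and 100% = DMSO wells spiked with extra 5 µM PC-3 D3A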
#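 Technique: 405 nm absorbance of p-nitroaniline, reads at 0 and 120 min; Test system: Procaspase-3 D3A mutant; Incubation: 1 h enzyme-compound preincubation, then 2 h substrate reaction, 25 °C; Repeats: singlicate, each compound tested once; Benchmarks: low control DMSO wells, high control DMSO plus 5 µM PC-3 D3A.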
# VLA-4 inh: inhibition in a human VLA-4 binding assay; P13612; VLA-4 expressing cells, ligand binding flow cytometry; inhibition, % (about 7 µM as worked out from the volumes in the protocol); 330,000 tested, 0.2% active; in the data active = inhibition above about 50%
# GASC-1 inh: inhibitors of human GASC-1 (JMJD2C) demethylase | GST-JMJD2C(1-420) H3K9me3 demethylation, DELFIA europium | inhibition, % at 2.35 µM | 330,000 tested, 0.069% active | AID 2099;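 active = more than half of a compound's replicate wells show inhibition beyond 50%, single wells judged on their own value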;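 note: signal counts dimethyl H3K9 product captured on neutravidin plate; 0% = median of DMSO wells and 100% = 0.3 times that DMSO median; strong numbers were not always called active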
# An asterisk follows results filed as active; x = no result given.
SMILES,GRK2 inh,CTSL1 counter,core dimer inh,procasp7 counter,PP5 inh,PP1 inh,proCasp3 act,VLA-4 inh,GASC-1 inh
COc1ccccc1Cn1c(=O)c2ccccc2n2c(Sc3ncnc4sccc34)nnc12,0,-1,7,7,2.6,6,0,20,10
COC(OC)c1ccnc(-c2ccc(OC(=O)c3ccc(F)cc3)cc2)n1,59*,2,-1,9,-2.3,1,-7,2,-3
O=C(NCc1ccc(Cl)cc1)c1cnn2ccccc12,0,-1,1,17,0.9,-2,6,-4,-3
CC(C)CN(CC(C)C)C(=O)Nc1ccccc1F,0,-4,-4,-5,0.8,0,0,10,10
CCOC(=O)c1ccc2ncc(C(=O)OCC)c(NCc3ccco3)c2c1,8,9,9,-30,2.4,-9,-17,-11,-3
CNC(=O)COC(=O)c1c2c(nc3ccccc13)CCC2,7,0,21,9,-2.2,5,3,25,-3
CCOC(=O)c1ccc(NC(=O)CC2COc3ccccc3O2)cc1 (centres undefined),1,-5,-7,11,5.4,4,-1,8,1
COc1ccc(NC(=O)Nc2sc(NS(=O)(=O)c3ccccc3)nc2C)cc1,1,-3,-4,-4,0.5,-2,-10,-1,4
CCOc1ccc(Nc2ccc3nonc3c2[N+](=O)[O-])cc1,1,5,-1,-8,0.7,0,-9,1,4
O=C(O)c1cccc(N2CCCCS2(=O)=O)c1,3,-1,0,4,-1.2,-2,-2,-2,-3
CCCCCCCCN1[C@@H](CC(=O)O)c2cc(F)ccc2S1(=O)=O,1,0,12,-3,3.2,-2,0,1,15
O=C(COC(=O)c1cccnc1)c1ccc(Cl)cc1,3,-6,6,0,0.1,2,-4,-7,8
COc1ccccc1OCc1cc(C(=O)NCCN2CCCC(O)C2)no1 (centres undefined),5,0,1,3,2.7,0,8,-8,-3
CC(=O)Nc1ccc(NC(=O)C(=O)c2cn(CC(=O)N3CCCCC3)c3ccccc23)cc1,3,8,2,6,1.2,-2,3,-9,x
COc1cc(C(C[N+](=O)[O-])c2c(C)[nH]c3ccccc23)cc(OC)c1OC (centres undefined),0,-2,1,-8,5.9,-6,3,9,14
Cc1ccc(Nc2ncc3c(n2)CC(C)CC3=O)c(C)c1 (centres undefined),0,0,0,2,1.9,-5,-3,-2,8
CC(CCC(=O)O)C1CC[C@H]2C3CCC4CC(=O)CCC4(C)[C@H]3CC(=O)C12C (some centres undefined),1,3,-1,1,-10,-7,-3,0,5
CNC(=S)NNC(=O)c1ccccc1Cl,0,1,0,8,-0.6,1,-2,21,-6
COc1ccccc1CNC(=O)Cn1cc([N+](=O)[O-])ccc1=O,2,0,1,14,2.8,0,2,1,4
CC(CCc1ccccc1)NC(=O)c1ccc(NC(=O)c2cccc(Br)c2)cc1 (centres undefined),0,1,1,7,4.6,-1,1,9,3
O=C(CSC1=NS(=O)(=O)c2cc(F)ccc2N1)Nc1cccc(F)c1,5,-2,-3,3,1.8,1,3,23,-3
CCc1sc(C(=O)Nc2ccsc2C(=O)OC)cc1Br,0,-1,4,9,3.0,-4,1,0,-9
Cc1cc(C(=O)Cn2cnc3cc([N+](=O)[O-])ccc3c2=O)c(C)n1CC1CCCO1 (centres undefined),1,1,13,2,-1.0,3,4,-7,-2
CCC(=O)Nc1cccc(-c2csc(-c3ccccc3)n2)c1,1,-2,4,1,1.2,-3,-2,38,-12
Clc1ccc2ncc(-c3nnnn3-c3ccccc3)c(-c3ccccc3)c2c1,40,2,25,3,2.0,5,0,34,-9

# Some of the entries so far, as tab-separated lines.
molecule	GRK2 inh	CTSL1 counter	core dimer inh	procasp7 counter	PP5 inh	PP1 inh	proCasp3 act	VLA-4 inh	GASC-1 inh
CC(CCc1ccccc1)NC(=O)c1ccc(NC(=O)c2cccc(Br)c2)cc1 (centres undefined)	0	1	1	7	4.6	-1	1	9	3
O=C(CSC1=NS(=O)(=O)c2cc(F)ccc2N1)Nc1cccc(F)c1	5	-2	-3	3	1.8	1	3	23	-3

# (next part)
SMILES,GRK2 inh,CTSL1 counter,core dimer inh,procasp7 counter,PP5 inh,PP1 inh,proCasp3 act,VLA-4 inh,GASC-1 inh
COc1cccc(OC)c1C(=O)NCCOc1cc(C)cc(C)c1,0,2,2,5,3.9,2,5,-2,-10
CN1CCC(=O)N([C@H](CN=[N+]=[N-])Cc2ccccc2)CC1,0,1,3,-4,1.0,2,4,19,2
O=C(/C=C/c1ccc2c(c1)OCO2)c1ccc[nH]1,0,5,-4,-4,0.2,3,2,0,4
Nc1ccccc1Sc1nc2ccccc2[nH]1,1,5,-17,-16,-1.9,2,-20,6,10
O=C1Cc2ccccc2C(c2ccc(Br)cc2)N1 (centres undefined),2,-3,-8,-2,-1.5,-3,5,4,3
O=[N+]([O-])c1cccc(C(=Nc2cccc(Cl)c2)NO)c1,0,-2,1,18,1.8,-4,-7,11,-1
COc1ccc(C(=O)N[C@H](C(=O)Nc2nc3ccccc3[nH]2)C(C)C)cc1,0,-1,1,6,-0.4,-1,6,20,-16
O=C(O)/C=C/c1cnc2ccccc2n1,6,2,1,8,2.1,-1,-1,7,6
CCOC(=O)C1(Cc2ccccc2C(F)(F)F)CCN(C2CCC2)CC1,0,-2,-1,8,-2.3,-4,1,-5,-8
COc1ccc(NC(=O)C2CC3CCC2C3)c(OC)c1 (centres undefined),0,1,0,11,-2.4,-5,-4,2,1
CCOc1ccccc1-n1cnc(C#N)c1N,0,0,-6,6,-3.1,-4,-1,-10,-2
CC(NC(=O)CCCc1nnc2n(C)c(=O)c3sccc3n12)c1ccccc1 (centres undefined),14,-1,-2,6,-0.9,3,-2,0,10
COC(=O)CCC(=O)Nc1c(C)n(C)n(-c2ccccc2)c1=O,0,1,-1,-4,-0.9,-4,0,-8,-7
COc1cccc(C(=O)NC(=S)N2CCN(c3ccc(C(F)(F)F)cc3[N+](=O)[O-])CC2)c1,1,0,1,3,4.3,4,0,14,9
N#Cc1cnc(NN)nc1,1,-1,-5,-11,-4.9,-7,-5,-2,13
CCN(CC)CCCNC(=O)c1ccc(OCC(=O)Nc2ccccc2C(F)(F)F)c(OC)c1,0,-4,3,0,1.9,-1,3,-2,2
O=S(=O)(c1ccccc1)N1CCNCC1,0,-1,2,8,-1.1,-3,1,-4,9
CC(=O)c1cccc(N/C=C\C(=O)c2ccc(C)cc2)c1,0,-1,-2,8,1.1,3,3,-12,7
CCNc1nc(Cl)nc(N(NC(C)=O)C(C)C)n1,3,4,-1,6,-0.6,-3,0,7,7
O=C(COc1ccccc1Cl)NCCCNC(=O)c1ccncc1,0,-4,-4,-1,3.3,1,0,-5,1
CC(=NC1CCN(Cc2ccccc2)CC1)c1c(O)[nH]c(=O)[nH]c1=O,2,-2,0,4,-0.1,-3,3,2,3
COc1ccc(CCN2C(=O)c3cccc4c(C(=O)N5CCCCC5)ccc(c34)C2=O)cc1OC,5,4,16,1,2.5,0,5,4,5
CN(CCOc1ccccc1)CC(=O)Nc1ccc(S(=O)(=O)N2CCCC2)cc1,0,-2,4,5,3.3,2,-3,-2,0
O=C(Nc1ccccc1Cl)C1CCCN(c2ncnc3c2nc2n3CCCCC2)C1 (centres undefined),0,-1,3,2,0.0,2,6,0,-6
CCCS(=O)(=O)c1snnc1C,1,0,-7,12,0.4,-3,0,-6,-2

# Given as tab-separated lines: 18 of the compounds above.
Molecule	GRK2 inh	CTSL1 counter	core dimer inh	procasp7 counter	PP5 inh	PP1 inh	proCasp3 act	VLA-4 inh	GASC-1 inh
O=C(O)/C=C/c1cnc2ccccc2n1	6	2	1	8	2.1	-1	-1	7	6
CCOC(=O)C1(Cc2ccccc2C(F)(F)F)CCN(C2CCC2)CC1	0	-2	-1	8	-2.3	-4	1	-5	-8
COc1ccc(NC(=O)C2CC3CCC2C3)c(OC)c1 (centres undefined)	0	1	0	11	-2.4	-5	-4	2	1
CCOc1ccccc1-n1cnc(C#N)c1N	0	0	-6	6	-3.1	-4	-1	-10	-2
CC(NC(=O)CCCc1nnc2n(C)c(=O)c3sccc3n12)c1ccccc1 (centres undefined)	14	-1	-2	6	-0.9	3	-2	0	10
COC(=O)CCC(=O)Nc1c(C)n(C)n(-c2ccccc2)c1=O	0	1	-1	-4	-0.9	-4	0	-8	-7
COc1cccc(C(=O)NC(=S)N2CCN(c3ccc(C(F)(F)F)cc3[N+](=O)[O-])CC2)c1	1	0	1	3	4.3	4	0	14	9
N#Cc1cnc(NN)nc1	1	-1	-5	-11	-4.9	-7	-5	-2	13
CCN(CC)CCCNC(=O)c1ccc(OCC(=O)Nc2ccccc2C(F)(F)F)c(OC)c1	0	-4	3	0	1.9	-1	3	-2	2
O=S(=O)(c1ccccc1)N1CCNCC1	0	-1	2	8	-1.1	-3	1	-4	9
CC(=O)c1cccc(N/C=C\C(=O)c2ccc(C)cc2)c1	0	-1	-2	8	1.1	3	3	-12	7
CCNc1nc(Cl)nc(N(NC(C)=O)C(C)C)n1	3	4	-1	6	-0.6	-3	0	7	7
O=C(COc1ccccc1Cl)NCCCNC(=O)c1ccncc1	0	-4	-4	-1	3.3	1	0	-5	1
CC(=NC1CCN(Cc2ccccc2)CC1)c1c(O)[nH]c(=O)[nH]c1=O	2	-2	0	4	-0.1	-3	3	2	3
COc1ccc(CCN2C(=O)c3cccc4c(C(=O)N5CCCCC5)ccc(c34)C2=O)cc1OC	5	4	16	1	2.5	0	5	4	5
CN(CCOc1ccccc1)CC(=O)Nc1ccc(S(=O)(=O)N2CCCC2)cc1	0	-2	4	5	3.3	2	-3	-2	0
O=C(Nc1ccccc1Cl)C1CCCN(c2ncnc3c2nc2n3CCCCC2)C1 (centres undefined)	0	-1	3	2	0.0	2	6	0	-6
CCCS(=O)(=O)c1snnc1C	1	0	-7	12	0.4	-3	0	-6	-2

# Additional records
SMILES,GRK2 inh,CTSL1 counter,core dimer inh,procasp7 counter,PP5 inh,PP1 inh,proCasp3 act,VLA-4 inh,GASC-1 inh
Cc1ccc2c(C)nc(SC(C(=O)c3ccccc3)c3ccccc3)nc2c1 (centres undefined),5,-2,-7,-1,3.4,-2,4,-12,4
CSc1sccc1/C=N/O,0,0,-4,8,-0.7,-2,-5,-1,-36
CC(C)OC(=O)c1cccc(NC(=O)c2ccccc2)c1,0,1,-3,0,1.2,-1,5,13,-6
C=CCn1c(O)c2ccc(C(=O)N=NC(=O)COc3ccc(OC)cc3)cc2c1O,0,-6,-4,5,-0.2,-4,2,13,12
COc1ccccc1OCc1cc(C(=O)N(C)CCC2CCCCO2)no1 (centres undefined),0,-1,-14,-4,0.9,-3,-4,0,8
COc1cc2c(cc1OC)CN(C(=O)/C=C/c1ccccc1[N+](=O)[O-])CC2,4,-1,1,8,3.3,3,9,11,-1
CN1C(=O)CSC1=Nc1ccc(Br)cc1,2,6,-4,-5,-7.9,-9,-6,-3,0
COC(=O)c1cnn(-c2cc(Oc3ccccc3)ncn2)c1N,0,0,0,-1,-1.3,-1,-3,0,-26
